# Rab2A wt mod – changes GTP binding to wildtype dog Rab2A, up or down. P61105. GST-Rab2 wt beads, Bodipy-GTP binding, flow cytometry. GTP binding activity, % at 10 µM. 190,000 compounds, 0.19% hits. AID 760;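 active = GTP binding activity at least 20 points away from 100%, either lowered or raised; inconclusive = signal likely due to the compound's own green fluorescence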;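 also: 0% = beads with excess unlabeled GTP and 100% = no-compound control corrected for plate trend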
# Pf gamet viab – inhibitors of late stage P. falciparum gametocyte viability; 150,000 compounds, 0.065% hits; P. falciparum stage V gametocytes, ATP luminescence, 24 h; inhibition, % at 10.9 µM;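 active = inhibition above the mean plus 3 SD of compounds within the control limits, set per campaign, cut at about 38% in these data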;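 also: 0% = DMSO wells and 100% = medium only without gametocytes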
# Rac1 wt GTP bind – alters GTP binding to wildtype human Rac1; GST-Rac1 beads, fluorescent GTP binding, flow cytometry; actives lie on both sides; 0 = cold GTP competed, 100 = untreated; GTP binding activity (% of control), % at 10 µM; 190,000 compounds, 0.27% hits; AID 757;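 active = GTP binding activity at least 20 points away from the 100% control level, either lower or higher; inconclusive = compound flagged as likely green fluorescent, judged across all proteins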
# Rac1 mut GTP – alters GTP binding to activated mutant human Rac1; P63000; GST-Rac1 activated beads, fluorescent GTP binding, flow cytometry; actives lie on both sides; 100% means binding = to untreated wells; percent activity (GTP binding), % at 10 µM; 190,000 compounds, 0.11% hits; AID 764;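 active = GTP binding at least 20 percentage points away from the 100% baseline, in either direction, so actives lie on both sides; inconclusive = Compound likely fluorescent itself, or too few beads counted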
# Mcl1 Noxa PPI – disrupts binding of human Mcl-1 to Noxa peptide; TR-FRET Mcl-1/Noxa peptide binding, 2 h; 220,000 compounds, 1.5% hits; Q07820; inhibition, % at 21.7 µM;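 active = compounds that cut the protein-peptide binding signal by more than 50% relative to plate controls in a single-dose test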;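 also: His-tagged Mcl-1 with rhodamine Noxa BH3 peptide and terbium anti-His antibody; 0% = Mcl-1 plus Noxa peptide wells and 100% = peptide-only wells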
# Target sequence (Q07820 whole entry, looked up): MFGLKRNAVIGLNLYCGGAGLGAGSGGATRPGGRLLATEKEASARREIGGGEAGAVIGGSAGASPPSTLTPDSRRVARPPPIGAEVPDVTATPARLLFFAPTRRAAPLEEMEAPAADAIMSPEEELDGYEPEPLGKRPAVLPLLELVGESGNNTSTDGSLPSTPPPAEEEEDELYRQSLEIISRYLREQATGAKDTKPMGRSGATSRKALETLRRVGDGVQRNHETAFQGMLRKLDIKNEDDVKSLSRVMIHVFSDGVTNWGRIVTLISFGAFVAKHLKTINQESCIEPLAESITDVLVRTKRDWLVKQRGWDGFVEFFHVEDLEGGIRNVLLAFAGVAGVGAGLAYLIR
# HRas wt GTP – human HRas wildtype GTP binding, change in either direction. P01112. GST-Ras wt beads, Bodipy-FL-GTP binding, flow cytometry; actives lie on both sides. GTP binding activity, % at 10 µM. 190,000 compounds, 0.14% hits;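 active = GTP binding activity at least 20% away from the 100% baseline, either lowered as inhibitor or raised as activator; inconclusive = flagged as likely green fluorescent, judged across all proteins in the well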;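 also: 0% = unlabeled GTP competition control and 100% = no-compound control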
# Target sequence (P01112 whole entry, looked up): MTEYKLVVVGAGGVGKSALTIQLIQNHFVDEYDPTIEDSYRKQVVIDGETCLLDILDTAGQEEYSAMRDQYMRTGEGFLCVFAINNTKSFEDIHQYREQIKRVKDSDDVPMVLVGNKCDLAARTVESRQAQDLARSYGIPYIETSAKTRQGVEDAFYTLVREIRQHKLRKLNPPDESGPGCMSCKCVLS
# Bim-Mcl-1 – inhibitors of Bim-Mcl-1 interaction, human. Bead-based flow cytometry, Bim peptide-Mcl-1 binding. 190,000 compounds, 0.1% hits. inhibition, % at 10 µM. Q07820; in the data active = inhibition above about 40%;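 also: 0% = no compound tracer wells and 100% = peptide blocker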
# Cdc42 wt – modulators (inhibitors or activators) of GTP binding to human Cdc42 wildtype; GST-Cdc42 beads, Bodipy-GTP binding, flow cytometry; actives lie on both sides; AID 761; 190,000 compounds, 0.2% hits; percent activity (GTP binding), % at 10 µM;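 active = percent activity GTP binding at least 20 points away from the 100% baseline, either down as inhibitor or up as activator; inconclusive = compound flagged as likely green fluorescent from well-wide comparison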;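 also: median bead fluorescence of bound Bodipy-FL-GTP at 100 nM; 0% = excess unlabeled GTP control and 100% = no compound control; below 100% means less GTP binding so inhibitor and above means activator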
# Target sequence (P60953 whole entry, looked up): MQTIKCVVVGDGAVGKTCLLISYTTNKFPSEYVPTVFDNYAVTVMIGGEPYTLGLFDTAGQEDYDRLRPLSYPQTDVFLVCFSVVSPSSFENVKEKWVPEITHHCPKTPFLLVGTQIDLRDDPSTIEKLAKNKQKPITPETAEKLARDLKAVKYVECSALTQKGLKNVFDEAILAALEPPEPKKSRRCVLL
# Rab7 wt GTP bind – dog Rab7 wildtype GTP binding, inhibitors and activators; GTP binding activity (percent of control), % at 10 µM; GST-Rab7 beads, fluorescent GTP binding, flow cytometry; actives lie on both sides; untreated = 100%, excess cold GTP = 0%; 190,000 compounds, 0.055% hits; AID 758;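 active = fluorescent GTP binding to Rab7 beads changed by at least 20 points from the 100% baseline, either direction, mostly lower; inconclusive = compound itself probably fluorescent, or too few beads counted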;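 also: median green fluorescence of bound Bodipy-FL-GTP per Rab7 bead population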
# Mcl1 Bid PPI – Mcl-1/Bid interaction inhibition; TR-FRET Mcl-1/Bid-Dy647 peptide binding, 1536-well; inhibition, % at 21.7 µM; 220,000 compounds, 0.97% hits;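 active = compounds that cut the binding signal by more than half at the single screening dose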;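 also: His-tagged Mcl-1 with europium anti-His antibody binding Bid BH3 peptide; 0% = Mcl-1 plus peptide wells and 100% = peptide-only wells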
# RGS8-Gao – modulates binding of RGS8 to human Galphao | P09471 | multiplexed bead flow cytometry; actives lie on both sides | response (percent of control binding), % at 10 µM | 220,000 compounds, 0.34% hits | AID 1423; in the data active = response below about 60% or above about 140%; inactive = in between;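 also: Galphao activated as the GDP aluminium fluoride complex binding bead-coupled RGS8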
# The depositor's hits bear a star; ? = inconclusive; . = no result given.
# Preview (ten entries):
No.	compound	Mcl1 Bid PPI	Bim-Mcl-1	Rab2A wt mod	RGS8-Gao	Cdc42 wt	Pf gamet viab	Mcl1 Noxa PPI	HRas wt GTP	Rac1 mut GTP	Rac1 wt GTP bind	Rab7 wt GTP bind
1	COc1cc(C2C(N3C(=O)c4ccccc4C3=O)C(=O)N2c2cccc(C)c2)cc(OC)c1OC (stereo not given)	-3	-4	100	109	101	.	9	100	99	108	99
2	Cc1cc(C(=O)OCC(=O)Nc2cc(S(=O)(=O)N(C)C)ccc2C)c2ccccc2n1	-9	-2	94	98	95	-12	13	96	96	101	96
3	CSc1ccccc1NC(=O)C1CC(c2ccccc2O)=NO1 (stereo not given)	23	-3	96	101	96	.	1	97	96	98	98
4	N#Cc1ccc(-c2ccccc2)nc1SCC(=O)c1cc2ccccc2oc1=O	64*	-3	98	97	100	.	21	99	98	100	99
5	COc1ccc(Br)cc1CN(C)CC(=O)Nc1cc(Cl)cc(Cl)c1	-14	-13	95	103	99	12	7	98	99	103	97
6	CCCCOc1ccc(C(=O)Nc2ccc(N3CCN(C(C)=O)CC3)cc2)cc1	-80	-2	99	98	103	30	7	101	103	105	98
7	CCC(CC)c1nnc(NC(=O)c2cc([N+](=O)[O-])ccc2N2CCCCC2)s1	-4	0	99	100	100	.	-7	101	97	102	104
8	CCN(CC)c1ccc(Nc2nc(N3CCOCC3)c3ccccc3n2)cc1	22	3	101	92	107	-35	54*	105	104	108	103
9	Cc1cc(C)cc(OCC(=O)NNC(=O)C2CCCO2)c1 (stereo not given)	-13	0	99	96	98	-18	-20	99	97	101	105
10	O=c1[nH]c2cc3c(cc2cc1CN(Cc1ccco1)C(=S)NCCCN1CCOCC1)OCCO3	-13	-3	92	110	90	-5	-2	91	93	95	97

# The list itself, previewed entries included:
No.	compound	Mcl1 Bid PPI	Bim-Mcl-1	Rab2A wt mod	RGS8-Gao	Cdc42 wt	Pf gamet viab	Mcl1 Noxa PPI	HRas wt GTP	Rac1 mut GTP	Rac1 wt GTP bind	Rab7 wt GTP bind
1	COc1cc(C2C(N3C(=O)c4ccccc4C3=O)C(=O)N2c2cccc(C)c2)cc(OC)c1OC (stereo not given)	-3	-4	100	109	101	.	9	100	99	108	99
2	Cc1cc(C(=O)OCC(=O)Nc2cc(S(=O)(=O)N(C)C)ccc2C)c2ccccc2n1	-9	-2	94	98	95	-12	13	96	96	101	96
3	CSc1ccccc1NC(=O)C1CC(c2ccccc2O)=NO1 (stereo not given)	23	-3	96	101	96	.	1	97	96	98	98
4	N#Cc1ccc(-c2ccccc2)nc1SCC(=O)c1cc2ccccc2oc1=O	64*	-3	98	97	100	.	21	99	98	100	99
5	COc1ccc(Br)cc1CN(C)CC(=O)Nc1cc(Cl)cc(Cl)c1	-14	-13	95	103	99	12	7	98	99	103	97
6	CCCCOc1ccc(C(=O)Nc2ccc(N3CCN(C(C)=O)CC3)cc2)cc1	-80	-2	99	98	103	30	7	101	103	105	98
7	CCC(CC)c1nnc(NC(=O)c2cc([N+](=O)[O-])ccc2N2CCCCC2)s1	-4	0	99	100	100	.	-7	101	97	102	104
8	CCN(CC)c1ccc(Nc2nc(N3CCOCC3)c3ccccc3n2)cc1	22	3	101	92	107	-35	54*	105	104	108	103
9	Cc1cc(C)cc(OCC(=O)NNC(=O)C2CCCO2)c1 (stereo not given)	-13	0	99	96	98	-18	-20	99	97	101	105
10	O=c1[nH]c2cc3c(cc2cc1CN(Cc1ccco1)C(=S)NCCCN1CCOCC1)OCCO3	-13	-3	92	110	90	-5	-2	91	93	95	97
11	CNc1nc(-c2ccccc2)nc(-c2ccccc2)c1C#N	6	-1	101	100	103	.	-12	101	98	100	97
12	COc1cc(OC)c(OC)cc1/C=N/NC(=S)NCC1CCCO1 (stereo not given)	-10	-4	99	99	97	-6	6	97	97	98	101
13	CCn1c(SCC(=O)Nc2cc(NC(C)=O)ccc2OC)nnc1-c1cccnc1	-28	4	90	95	94	.	.	91	89	89	89
14	Cc1ccc(-n2ncc3c(SCc4ccccc4)ncnc32)cc1	-22	-6	97	92	96	-13	-18	98	96	98	98
15	O=C(Nc1ncn[nH]1)c1ccc([N+](=O)[O-])cc1[N+](=O)[O-]	0	1	95	98	95	.	9	96	94	96	98
16	Cn1c(CO)cnc1S(=O)(=O)Cc1ccc([N+](=O)[O-])cc1	-1	0	101	101	104	-45	-13	102	101	102	101
17	C=CCNC(=O)COc1ccc(S(=O)(=O)NC2CCCCC2)cc1	2	-3	97	97	96	17	1	99	94	93	99
18	CCCCOC(=O)c1ccc(NC(=S)NC(=O)c2c(Br)c(C)nn2C)cc1	-22	-3	?	101	?	-3	10	?	?	?	?
19	CN(C)S(=O)(=O)c1ccc(C(=O)OCn2nnc3ccccc3c2=O)cc1	-26	0	101	100	103	.	-10	101	102	103	97
20	Cc1ccc(C)n1CCN1CCN(C(=O)CC#N)CC1	-29	-4	98	100	95	-17	-7	97	96	95	93
21	COc1cc(CC(=O)OCC(=O)Nc2cccc([N+](=O)[O-])c2)cc(OC)c1OC	10	7	97	112	100	-1	18	98	99	104	98
22	Cc1ccc[n+](CC(=O)Nc2nc3ccccc3s2)c1	-4	0	96	110	95	-17	-14	93	97	97	92
23	Cc1c(C(=O)OC2CCCC2)[nH]c2c1C(=O)CC(c1ccco1)C2 (stereo not given)	-13	1	101	97	98	.	15	100	98	106	101
24	O=C(Nc1ccc(N2CCCC2)cc1)C(Cl)c1ccccc1 (stereo not given)	-69	0	98	96	100	.	56*	100	99	104	98
25	Cc1ccc(C(=O)Cn2c(C)cc(C)c(C#N)c2=O)cc1	-16	0	94	101	95	.	-6	97	97	96	93
26	COc1ccc(/C=C/C(=O)Nc2nc(N)n(-c3ccccc3)n2)cc1	-4	-2	100	101	105	-9	-1	100	102	107	99
27	CC(=O)Oc1c(Cl)cc(Cl)cc1/C=C/c1ccc2ccccc2n1	-29	-2	94	101	96	9	.	97	94	94	94
28	Nn1c(SCC(=O)Nc2ccc3c(c2)OCCO3)nnc1C(F)(F)F	-27	-1	103	100	105	.	13	104	101	111	107
29	O=C(CN1CCCCC1)Nc1ccc(S(=O)(=O)N2CCCCCC2)cc1	-11	0	105	99	107	.	-3	105	100	105	104
30	COc1ccc(NC2=CC(c3ccc(OC)c(OC)c3)N(c3ccc(OC)cc3)C2=O)cc1 (stereo not given)	-31	24	97	95	102	1	20	98	99	105	101
31	COC1=NS(=O)(=O)c2ccccc21	11	-7	97	101	100	9	5	97	99	103	97
32	[O-]/[N+](=C\c1ccncc1)c1ccc(Br)cc1	-15	-10	99	85	99	.	4	99	98	103	101
33	N#Cc1c(NC(=O)c2ccc(Cn3cc(Br)cn3)o2)sc2c1CCCCC2	-9	-2	97	110	101	.	1	99	97	100	100
34	COc1cc(Nc2cc(C)nc3ncnn23)cc(OC)c1OC	-24	-5	99	89	102	.	23	103	101	107	98
35	CN(C)CCN(C(=O)c1ccc2c(c1)OCCO2)c1nc2ccc(Cl)cc2s1	-8	0	97	101	98	-3	13	98	95	105	96
36	COC(=O)/C(=C/c1ccc(F)cc1)NC(C)=O	-7	-3	100	101	103	.	5	102	98	101	102
37	Cc1cc(C)n2nc(C(=O)N(C)C(c3ccccc3)c3ccccc3)nc2n1	-16	-1	?	104	?	-12	-9	?	?	?	?
38	COc1ccc(C2C=C(c3cccs3)Nc3nc(CCCO)nn32)cc1 (stereo not given)	-108	-2	109	100	109	.	-12	109	102	106	108
39	CC(C)(C)NC(=O)COc1ccc(CNc2ncn[nH]2)cc1	-10	0	96	102	96	.	2	98	98	101	99
40	CCc1ccc(NC(=S)Nc2ccc(S(=O)(=O)Nc3ncccn3)cc2)cc1	-47	-1	96	102	92	15	26	97	95	98	104
41	CC(C)(C)C1CCC(C(=O)OCC(=O)N2CCN(C(=O)c3ccco3)CC2)CC1 (stereo not given)	1	2	96	99	97	6	11	95	95	96	94
42	CCC(C)(C)NC(=O)Cn1c(-c2ccccc2)cc(C(C)=O)c1C	-48	1	99	110	98	-26	-7	102	96	102	107
43	Cc1ccccc1-n1c(SCC(=O)N(C)C2CCS(=O)(=O)C2)nc2ccccc2c1=O (stereo not given)	-38	0	93	103	101	-9	15	98	91	99	95
44	CCOC(=O)CNS(=O)(=O)c1c(C)noc1C	-26	0	98	102	100	.	-26	98	100	100	98
45	Cc1c(NC(=O)c2ccc(Cl)c(S(=O)(=O)N3CCOCC3)c2)c(=O)n(-c2ccccc2)n1C	-10	-3	104	100	102	.	6	104	101	105	105
46	Cc1ccc(S(=O)(=O)N2CCOCC2)c(C)c1NS(C)(=O)=O	-7	-3	101	102	105	11	4	103	100	107	99
47	O=C(N/N=C/C=C\c1ccco1)c1cccs1	-67	-6	96	97	90	.	31	95	94	91	104
48	CN(c1ccccc1C(=O)N1CCN(c2ccccc2)CC1)S(C)(=O)=O	-25	-1	99	107	100	.	1	104	101	107	98
49	CC(C)N(C(=O)CSc1nnc(Cn2nnc3ccccc32)n1C)C(C)C	-6	-3	104	101	106	.	13	102	105	108	101
50	CN(CC(=O)N1CCN(c2ccccn2)CC1)S(=O)(=O)c1cccc2nsnc12	-5	-4	99	102	103	12	21	101	101	107	100
51	Cc1ccc(N(CC(=O)NCC2CCCO2)C(=O)CCC(=O)Nc2ccccn2)cc1 (stereo not given)	-14	26	95	98	94	-2	2	94	95	94	100
52	Cc1cc(C)c(S(=O)(=O)NCCCn2ccnc2)c(C)c1	-1	-1	100	103	102	18	-3	104	100	105	102
53	CCCCC(=O)Nc1ccccc1C#N	1	-3	100	104	104	15	2	99	100	107	102
54	COc1ccc(C(=O)N(c2ccccn2)C2CCCCC2)c(OC)c1	-17	1	99	87	99	15	20	99	98	100	104
55	CCOC(=O)CSc1nc2sc3c(c2c(=O)[nH]1)CC(C)(C)OC3	-3	1	97	100	101	.	13	100	98	98	96

# Compound activity as filed in PubChem.
